TNAP inh no acc: TNAP (human) inhibition, acceptor-free conditions; P05186; purified TNAP, CDP-star luminescence, 30 min; inhibition, % at 20 µM; 200,000 tested, 0.26% active; AID 1012;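 active = tissue-nonspecific alkaline phosphatase inhibition above about 50% at 20 µM in the single-dose screen, limit read from the data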;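 note: 0% = DMSO negative control and 100% = EDTA positive control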
Target sequence (P05186 whole entry, looked up): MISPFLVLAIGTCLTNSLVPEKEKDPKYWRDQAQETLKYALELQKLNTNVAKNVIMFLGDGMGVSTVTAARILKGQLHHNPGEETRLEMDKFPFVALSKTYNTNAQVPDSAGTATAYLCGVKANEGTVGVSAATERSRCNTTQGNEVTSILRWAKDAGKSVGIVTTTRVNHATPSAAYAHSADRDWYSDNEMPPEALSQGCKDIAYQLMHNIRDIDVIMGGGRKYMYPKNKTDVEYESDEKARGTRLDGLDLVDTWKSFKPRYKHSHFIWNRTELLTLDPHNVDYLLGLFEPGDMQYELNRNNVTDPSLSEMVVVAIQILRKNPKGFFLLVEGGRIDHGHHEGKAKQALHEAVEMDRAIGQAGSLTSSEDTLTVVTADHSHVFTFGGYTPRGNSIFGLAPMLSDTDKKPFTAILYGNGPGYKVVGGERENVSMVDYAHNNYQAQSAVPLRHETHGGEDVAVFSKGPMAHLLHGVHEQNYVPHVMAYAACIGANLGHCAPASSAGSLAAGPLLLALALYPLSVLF
TNAP act hi DEA: increases human TNAP activity under high phosphate acceptor concentration | P05186 | purified TNAP, CDP-star luminescence, 1 M DEA, 30 min; hits give high values; 0 = EDTA background, 1 = DMSO-only activity | activation factor at 20 µM | 200,000 tested, under 10 active;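 active = activation factor at least 2 at 20 µM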
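Assay system: human TNAP; Input: enzyme diluted 1/800 final; Reagent: CDP-star luminogenic substrate at 100 µM final; Timing: 30 min, room temperature; Signal: luminescence; Evaluation: TNAP activation factor scaled between EDTA and DMSO control wells.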
bIAP act: increases bovine intestinal alkaline phosphatase activity | 200,000 tested, 0.17% active | purified bovine IAP, CDP-star luminescence, 30 min; hits give high values; fold of DMSO-control signal, blank-subtracted | activation factor at 20 µM;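 active = activation factor of 2 or more at 20 µM, a signal rise over negative controls twice the positive control's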
Lmaj promast: Leishmania major promastigote growth inhibition; Leishmania major promastigotes, resazurin fluorescence viability; inhibition, % at 10 µM; 200,000 tested, 9% active; AID 1063; in the data active = inhibition above about 50%;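 note: promastigotes grown with compound for 44 hours at 28 °C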
APP 5UTR inh: APP translation inhibition. inhibition, % at 2 µM. AID 1285. 190,000 tested, 0.82% active. SH-SY5Y APP 5'UTR-luciferase reporter, luminescence;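 active = inhibition above a set limit, derived from the sample mean plus 3 SD, cut at about 45% in these data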; note: values of inactives mirror those of a sister screen read the other way
TNAP inh hi DEA: inhibitors of human TNAP at high phosphate acceptor concentration; P05186; purified TNAP, CDP-star luminescence, 1 M DEA; inhibition, % at 20 µM; 200,000 tested, 0.03% active; AID 1135;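 active = over 50% inhibition of tissue-nonspecific alkaline phosphatase at 20 µM in the single-dose screen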;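 note: plate controls were DMSO wells for no effect and EDTA-quenched wells as full inhibition for full effect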
FLuc act counter: affects firefly luciferase, flagging false hits in luciferase stimulation screens. P08659. ATPlite luciferase biochemical, luminescence, 10 min; 0 = ATP-free wells, 1 = DMSO control. activation factor at 10 µM. 200,000 tested, under 10 active. AID 1027;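 active = luciferase activation factor, scaled between plate controls, of at least 2 with compound at 10 µM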
Target sequence (P08659 whole entry, looked up): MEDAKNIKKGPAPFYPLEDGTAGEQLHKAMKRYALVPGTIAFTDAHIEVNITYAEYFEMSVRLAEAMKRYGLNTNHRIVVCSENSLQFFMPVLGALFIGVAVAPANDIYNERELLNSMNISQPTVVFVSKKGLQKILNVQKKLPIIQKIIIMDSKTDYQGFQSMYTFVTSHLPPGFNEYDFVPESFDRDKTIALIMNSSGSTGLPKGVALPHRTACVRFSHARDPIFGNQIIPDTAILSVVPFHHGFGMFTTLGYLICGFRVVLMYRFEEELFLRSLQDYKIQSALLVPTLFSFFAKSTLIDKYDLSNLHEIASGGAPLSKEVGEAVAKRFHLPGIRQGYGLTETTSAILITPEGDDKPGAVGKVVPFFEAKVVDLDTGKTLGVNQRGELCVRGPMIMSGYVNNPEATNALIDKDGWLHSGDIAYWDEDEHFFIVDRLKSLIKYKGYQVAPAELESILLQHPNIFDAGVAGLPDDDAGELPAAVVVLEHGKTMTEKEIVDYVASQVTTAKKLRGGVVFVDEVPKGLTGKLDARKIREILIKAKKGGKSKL
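Material: luciferase plus luciferin reagent, cell-free. Medium: PBS buffer for ATP. Also added: ATP substrate, dispensed from a 10.24 µM working solution in PBS. Doses: test compounds dosed from 2 mM stocks in 100% DMSO. Incubation: 10 min post-reagent at room temperature. Technique: light output (luminescence). Read-out basis: luminescence gain marking luciferase activators.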
bIAP inh: intestinal alkaline phosphatase (bovine) inhibition. purified bovine IAP, CDP-star luminescence, 30 min. inhibition, % at 20 µM. 190,000 tested, under 10 active. AID 1019;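 active = over 50% inhibition of intestinal alkaline phosphatase at 20 µM in the single-dose screen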
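test system = bovine IAP enzyme | medium = DEA buffer 100 mM, pH 9.8, with MgCl2 1.0 mM, ZnCl2 0.02 mM | detection = luminescence | dosing = single compound dose of 20 µM, 2% DMSO final | incubation = 30 min reaction at room temperature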
FLuc inhib CS: counter-screen for luciferase assay inhibitors: firefly luciferase inhibition. P08659. ATPLite firefly luciferase biochemical luminescence, 10 min. inhibition, % at 10 µM. 200,000 tested, 1.5% active;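 active = inhibition above about 50% when tested at 10 µM, limit read from the data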
RAM inhibit: yeast RAM network inhibition; S. cerevisiae dse1pr::URA3 reporter, 5-FOA growth OD615, 2 d; analog-sensitive cbk1-as2 kinase mutant strain; inhibition, % at 50 µM; 190,000 tested, 1.8% active; AID 868;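 active = inhibition above a set limit, 3 SD over mean compound inhibition, cut at about 8.4% in these data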;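 note: 0% = DMSO-only wells with no growth and 100% = 10 µM 1-NA-PP1 full growth; inhibition rescues growth on 5-FOA so higher OD means more RAM inhibition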
The depositor's hits bear a star; & = joins results of further samples.

SMILES	TNAP inh no acc	TNAP act hi DEA	bIAP act	Lmaj promast	APP 5UTR inh	TNAP inh hi DEA	FLuc act counter	bIAP inh	FLuc inhib CS	RAM inhibit
N#CCSc1nnc(N)s1	2	0.9	1	-1	11	6	1	1	4	1.1
Fc1ccc(-n2c(Cc3ccccc3)nnc2SCc2nc(-c3cccs3)no2)cc1	-6	1	1.1	99*	-14	-4	1	-8	-1	3.5
CCCc1nc2ccccc2c(C(=O)OCC(=O)Nc2ccc(S(=O)(=O)N3CCOCC3)cc2)c1CC	2	1	1	18	5	-4	1.1	-1	-7	-1.1
O=c1c2c3c(sc2nc2n1CCCCC2)CCCC3	-13	1	1	-10	-70	-5	0.9	3	8	2.4
C=CCn1c(=N)c(C(=O)NCCCOC)cc2c(=O)n3ccccc3nc21	-9	1	0.9	-3	4	-3	1	8	-4	0.3
COC(=O)c1cc(-c2ccc(OC)cc2)on1	-2	1	0.9	-4	6	-1	0.6	13	37	-0.4
Cc1cccc(NC(=S)Nc2c(C)n(C)n(-c3ccccc3)c2=O)c1C	-2	1	0.7	-6	6	-2	1	31	-4	4.4
O=C(/C=C/c1cccs1)N1CCOCC1	-9	1	1	-6	24	-3	1	-2	1	2.1
c1ccc(-c2nc(CSc3n[nH]c(-c4cccs4)n3)cs2)cc1	60*	1.1	1	-5	0	-5	1	-3	0	2.6
C/C=C/c1c(F)c(F)c(Oc2ccc(C(=O)O)cc2)c(F)c1F	12	1	0.9	-6	20	0	1	7	-4	1.3
CCN(CC1COc2ccccc2O1)C(=S)Nc1ccc(F)cc1 (stereo not given)	-10	1	0.6	42	-9	-3	1.1	41	-7	0.0
CCOC(=O)CC(NC(=O)Cn1nnc(-c2ccccc2C)n1)c1ccc(OC)cc1 (stereo not given)	-10	1	1.2	1	-16	-3	1	-17	-2	1.8
O=C(/C=C/c1ccncc1)c1ccc(NC(=O)c2ccccc2F)cc1	-9	1.1	1	100*	21	-6	1.1	3	-6	2.0
Cn1c(SCc2nc(-c3ccccc3)no2)nnc1-c1ccco1	-4	1	1	-2	1	1	1	4	-3	0.7
COc1cc(O)sc1C=Nc1ccc(Cl)cc1Cl	-11	1	0.9	1	-20	-4	1	6	-2	4.1
CSc1ccccc1-c1nnc(-c2ccc(Cl)cc2Cl)o1	-3	1	0.9	-11	-6	1	0.4	12	60*	6.0
O=C(N/N=C1/CCSC1)c1cc(Br)ccc1O	-10	1	1	-9	-22	-4	1	1	1	1.1
Cc1cccc(C)c1NC(=O)CSc1nnc([C@@H]2CCCN2C(=O)OC(C)(C)C)o1	-15	1	1	-6	20	-5	1	1	0	0.4
O=C(COC(=O)/C(=C/c1cccs1)c1cccs1)NC(c1ccccc1)c1ccccc1	-8	1.1	0.7	97*	-2	-7	1.1	28	-6	3.4
CC(C)CCn1c(SCC(=O)N2CC(=O)Nc3ccccc32)nc2scc(-c3cccs3)c2c1=O	-19	1	1	4	-19	-2	1	0	-5	-0.4
O=C(CCSc1ccc(Cl)cc1)NCc1ccccn1	-8	1	1	-4	-1	-1	1.1	4	-8	0.0
Cc1nc(C)c(C(=O)Nc2cccc(C)c2C)o1	-18	1	0.9	-8	-16	0	1	10	-4	1.6
CCN1CCN(CCOc2cccc(Cl)c2Cl)CC1	-6	1.1	1	86*	11	-7	1	-1	-2	0.3
Cc1cc(=O)[nH]c(SCC(=O)c2c(N)n(C)c(=O)n(C)c2=O)n1	-15	1	0.9	3	1	1	1.1	11	-8	0.6
O=C(CC1C(=O)CCCC1=O)c1ccccc1	-1	1.1	1	-4	4	-5	1	-4	-2	1.0

Grouped by structure: those above containing an aryl methoxy group
SMILES	TNAP inh no acc	TNAP act hi DEA	bIAP act	Lmaj promast	APP 5UTR inh	TNAP inh hi DEA	FLuc act counter	bIAP inh	FLuc inhib CS	RAM inhibit
COC(=O)c1cc(-c2ccc(OC)cc2)on1	-2	1	0.9	-4	6	-1	0.6	13	37	-0.4
CCOC(=O)CC(NC(=O)Cn1nnc(-c2ccccc2C)n1)c1ccc(OC)cc1 (stereo not given)	-10	1	1.2	1	-16	-3	1	-17	-2	1.8
COc1cc(O)sc1C=Nc1ccc(Cl)cc1Cl	-11	1	0.9	1	-20	-4	1	6	-2	4.1

Quoted at random: 3 records from the list.
SMILES	TNAP inh no acc	TNAP act hi DEA	bIAP act	Lmaj promast	APP 5UTR inh	TNAP inh hi DEA	FLuc act counter	bIAP inh	FLuc inhib CS	RAM inhibit
O=C(/C=C/c1ccncc1)c1ccc(NC(=O)c2ccccc2F)cc1	-9	1.1	1	100*	21	-6	1.1	3	-6	2.0
Cn1c(SCc2nc(-c3ccccc3)no2)nnc1-c1ccco1	-4	1	1	-2	1	1	1	4	-3	0.7
Cc1nc(C)c(C(=O)Nc2cccc(C)c2C)o1	-18	1	0.9	-8	-16	0	1	10	-4	1.6

(further entries)
SMILES	TNAP inh no acc	TNAP act hi DEA	bIAP act	Lmaj promast	APP 5UTR inh	TNAP inh hi DEA	FLuc act counter	bIAP inh	FLuc inhib CS	RAM inhibit
CCOC(=O)CSC1=C(C#N)C(c2ccco2)C(C(=O)OCc2ccccc2)=C(C)N1 (stereo not given)	-10	1	1	1	17	0	1	3	-3	18*
O=C1C=C(N2CCN(C3=CC(=O)CCC3)CC2)CCC1	-12	1	0.9	-6	-8	-4	1.1	14	-6	-0.1
CCOc1cc(/C=N/n2cnnc2)cc(Br)c1O	-1	1.1	1	1	16	-8	1.1	1	-9	1.1
CCOc1ccccc1NC(=S)NCC1CCCO1 (stereo not given)	-6	1	1	51*	-2	4	1	2	0	0.5
Cc1ccc2c(c1)N(CCC(=O)NCCCOC(C)C)C(=O)C(C)O2 (stereo not given)	-6	1	1.1	-6	13	-2	1	-12	-4	0.4
O=C(NCCc1ccccc1)c1noc2c1CCc1ccccc1-2	-5	1	1	-12	-14	-1	1	-2	0	3.2
CCOc1ccc(CN2CCN(Cc3cn(CC)nc3C)CC2CCO)cc1 (stereo not given)	-3	1	1.2	-5	-23	-3	1	-18	-1	-0.2
Cc1cc(C)cc(N(C(=O)Cc2cccs2)C(C(=O)NC2CCCCC2)c2ccccn2)c1 (stereo not given)	-4	1	1	23	-8	0	1	4	-4	0.5
O=C(Nc1ccccc1)n1ccc(-c2ccc(-n3ccnc3)cc2)n1	-1	1	1.1	-3	-52	-2	0.8	-10	20	0.7
COc1ccc2ccc(=O)oc2c1CC=C(C)C	-11	1	1.1	-1	-2	-5	1.1	-7	-5	1.1
NNC(=O)c1sccc1OCc1ccc(Cl)cc1	-12	1	1.1	8	-38	-3	1	-9	2	0.4
O=C(NCc1nnc(SCC(=O)N2CCC(Cc3ccccc3)CC2)o1)c1ccco1	-13	1	1.2	25	6	-4	1	-25	-1	0.1
CCOc1ccc(C2C3=C(CCCC3=O)Nc3nc(C(F)(F)F)nn32)cc1OC (stereo not given)	-7	1	1	-6	-5	-1	1	-3	-5	0.0
N#CC1=C(N)Oc2cc(O)ccc2C1c1ccccc1 (stereo not given)	-1	1	0.8	-8	0	-2	1.1	17	-8	1.2
CCN1C(=O)/C(=C2/Sc3ccccc3N2CCCS(=O)(=O)O)SC1=S	-2&-1	1&0.9	0.8&0.8	1&0	-3&14	3&7	1&1	15&17	-2&-2	1.9&1.1
CC(C)CNC(=O)NC(=O)COc1ncnc2sccc12	8	1.1	1	0	-3	-5	1.1	3	-9	2.8
CC(=O)Nc1ccc(N=NN2CCOCC2)cc1	-10	1	0.8	0	-12	0	1	17	2	1.3
c1ccc(CSc2nncn2-c2ccccn2)cc1	-7	1.1	0.9	-7	4	-5	1	14	-1	1.4
FC(F)(F)c1cnc(Oc2ccccc2-c2nnc(-c3ccc(Cl)cc3)o2)c(Cl)c1	-5	1	0.9	36	2	-2	1	11	-2	4.4
CCOc1ccc(OCC)c(NC(=O)c2ccc(CNc3c(N4CCOCC4)c(=O)c3=O)cc2)c1	-7	1	1	6	-4	1	1	-2	-3	4.0
CC(C)c1ccc(C2CC(=O)N3CN(C)CSC3=C2C#N)cc1 (stereo not given)	-12	1.1	0.8	-6	0	-6	1.1	18	-7	0.5
CCOC(=O)NC(=S)Nc1c(C)n(C)n(-c2ccccc2)c1=O	-8	1	1	-5	3	0	1.1	3	-7	0.0
COc1ccccc1C(=O)N1CCN(Cc2nc(CC3CC3)no2)CC1	-12	1.1	1	-4	-25	-5	1.1	-4	-7	2.0
Cc1c(NC(=O)C2CC=CCC2C(=O)O)c(=O)n(-c2ccccc2)n1C (stereo not given)	0	1	1	-2	-6	0	1.1	2	-6	0.3
Brc1ccc(C2=CC(c3cccs3)n3ncnc3N2)cc1 (stereo not given)	-10	1	1.1	7	10	-5	1.1	-6	-8	2.1

(more compounds)
SMILES	TNAP inh no acc	TNAP act hi DEA	bIAP act	Lmaj promast	APP 5UTR inh	TNAP inh hi DEA	FLuc act counter	bIAP inh	FLuc inhib CS	RAM inhibit
O=C(NCc1cccc(Cl)c1)c1ccc2nc[nH]c2c1	-24	1	0.9	-6	-14	-2	1.2	8	-17	1.1
O=C(CSc1nc(-c2ccccc2)nc2ccc(F)cc12)Nc1ccc(C(=O)O)cc1	-13	1	1.1	-4	10	-4	0.9	-13	6	3.4
CCOc1ccc(N(CC(=O)OC)S(=O)(=O)c2c(C)noc2C)cc1	-11	1.1	1	-7	-6	-9	1	4	-4	-0.6
O=C(NCCc1ccccc1)c1oc2ccccc2c1COc1ccccc1	1	1	1.2	41	-10	-3	1	-21	1	19*
COC(=O)c1cc(-c2c[nH]c3ccccc23)n[nH]1	89*	1	0.8	-1	2	0	1	16	-4	1.6
CN(C)CCCNS(=O)(=O)c1ccc(Cl)s1	-7	1.1	1	-1	-6	-7	1	-2	-1	2.6
Cc1cccc(NC(=O)CN2C(=O)N/C(=C\c3cccn3-c3cccc(C(=O)O)c3)C2=O)c1	-2	1	1.2	-7	1	0	1	-18	-2	4.1
O=C(Nc1cccc(Cl)c1)C1CCCN(S(=O)(=O)c2ccc(F)cc2)C1 (stereo not given)	-22	1	0.9	15	3	-5	1	10	0	2.5
CC1=C(C(=O)OC(C)C)[C@@H](c2ccc(C)o2)NC(=O)N1	-6	1	1	-2	-12	-3	1.1	4	-6	1.8
Cc1cc(OCC(=O)Nc2ccncc2)cc(C)c1Br	-11	1.1	1	16	5	-7	1	5	-4	0.4
CCOC(=O)c1ccc(NC(=S)NC(=O)c2nn(CC)cc2Br)cc1	-2	1.1	0.8	-2	-8	-7	1.1	19	-8	5.4
Cc1c(C(=O)Nc2ccccc2)sc2nc3n(c(=O)c12)CCCCC3	-14	1	1.1	62*	-29	-3	1	-12	-4	0.2
O=C(c1ccc2[nH]c3c(c2c1)CCCC3)N1CCN(c2ccc(F)cc2)CC1	-11	1	1	60*	10	-3	1.1	-2	-6	3.2
Clc1cccc(Nc2nc(-c3cccnc3)cs2)c1	-7	1.1	0.9	54*	-76	-8	1	6	3	-0.4
CCCCn1c(NC(=O)C2CCCCC2)nc2ccccc21	-3	1	0.9	71*	-10	-4	1.1	12	-5	-0.1
CCCc1nc2oc3c(NCC4CCCO4)ncnc3c2c2c1COC(C)(C)C2 (stereo not given)	-7	1	0.9	5	12	-2	1	9	-3	0.3
C/C(Cl)=C\Cn1c(Nc2ccc(C)cc2)nc2c1c(=O)n(C)c(=O)n2C	-7	1.1	1	-4	6	-6	1	-1	1	7.4
